Screening data deposited in PubChem by several laboratories.
CHT allo act = allosterically activates the human high affinity choline transporter | Q9GZV3 | CHT-expressing cells, membrane potential dye, choline EC20; active compounds read high; LV-AA mutant CHT in HEK293 cells | actives 0.49% (n = 310,000) | B-score at 10 µM;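 active = initial fluorescence not abnormally high and integrated response B-score, plate-corrected, over 3 SD above library mean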
OX1R antagonist = antagonists of human orexin 1 receptor; O43613; CHO/OX1R cells, Fluo-8 calcium fluorescence, orexin A; inhibition, % at 5 µM; actives 0.43% (n = 330,000); AID 434989;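 active = inhibition above its plate's threshold, mean inhibition of all tested compounds on the plate plus 3 SD, cut at about 37% in these data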;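 note: 0% = orexin A challenge wells and 100% = SB-334867-A antagonist wells; not every result past the cut was called active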
Target sequence (O43613 whole entry, looked up): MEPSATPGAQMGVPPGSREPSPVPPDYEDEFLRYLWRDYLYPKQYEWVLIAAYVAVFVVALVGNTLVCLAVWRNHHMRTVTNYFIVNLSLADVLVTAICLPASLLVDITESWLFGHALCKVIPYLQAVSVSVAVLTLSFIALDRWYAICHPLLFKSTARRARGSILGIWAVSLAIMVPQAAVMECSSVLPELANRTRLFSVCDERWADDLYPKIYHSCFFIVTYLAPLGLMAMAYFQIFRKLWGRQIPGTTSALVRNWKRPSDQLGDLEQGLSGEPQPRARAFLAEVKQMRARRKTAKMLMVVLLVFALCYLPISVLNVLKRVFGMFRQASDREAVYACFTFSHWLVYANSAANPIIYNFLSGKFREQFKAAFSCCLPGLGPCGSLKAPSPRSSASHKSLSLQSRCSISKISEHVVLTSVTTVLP
The depositor's hits bear a star; i = inactive; . = no result given.

SMILES	CHT allo act	OX1R antagonist
COc1ccc(NC(=O)c2ccccc2[N+](=O)[O-])cc1	i	-7
Cc1cccc(N2CCN(C(=O)C(Cc3ccccc3)NC(N)=O)CC2)c1C (configuration not stated)	i	-25
C=CCN(C(=O)CCC(=O)Nc1cc(C)on1)C(C(=O)NC1CCCC1)c1cccnc1 (configuration not stated)	i	-5
CS(=O)(=O)NN1C(=O)c2ccccc2NC1c1cccc(O)c1 (configuration not stated)	i	-21
CCCCC(CC)C(=O)NCC(C)NC(=O)C(CC)CCCC (configuration not stated)	i	-15
O=C1CCc2cc(NS(=O)(=O)c3cc(F)ccc3F)cc3c2N1CC3	i	-15
CC(C)Cn1c(N)c(C(=O)COC(=O)c2cnc(Cl)c(Cl)c2)c(=O)n(C)c1=O	i	7
C/C(=N/NC(=O)c1ccc(Br)o1)c1cccc(NC(=O)c2ccc(C)o2)c1	i	-27
CCN1CCN(C(c2cccc(OC)c2OC)c2nnnn2Cc2ccco2)CC1 (configuration not stated)	i	-36
O=C(Cc1ccc(S(=O)(=O)N2CCCC2)s1)N1CCOCC1	i	-10
Cc1nc2ccccn2c1-c1csc(Nc2ccc(C(=O)O)cc2)n1	i	-19
C=CCn1c(COc2cc(C)ccc2C(C)C)nnc1SCC(=O)c1c(N)n(C)c(=O)n(C)c1=O	i	-31
COc1ccc(OC)c(NC(=O)COC(=O)COc2ccc(Nc3ccccc3)cc2)c1	.	17
CCCNC(=O)N1CCN(S(=O)(=O)c2ccc3c(c2)OCCO3)CC1	.	4
O=C(CSc1nc2ccccc2o1)c1cc2ccccc2oc1=O	i	-13
CCOc1ccc(OCC)c(-c2c(=O)n(OCc3ccccc3C(=O)OC)c3ccccc3[n+]2[O-])c1	i	-25
CS(=O)(=O)N(CC(=O)N1CCCC1)c1ccccc1Br	i	0
CNC(=O)COC(=O)/C=C/c1cn(-c2ccccc2)nc1-c1ccc2c(c1)OCCO2	i	-9
Cc1ccc(S(=O)(=O)N2CCC(C(=O)OC(C)C(=O)NC3CCCCC3C)CC2)cc1C (configuration not stated)	.	-12
CC(C)Cc1c(O)nc(SCC(=O)Nc2ccc3c(c2)CCC3)[nH]c1=O	i	-11
CCOc1c(Br)cc(CNc2ccc3c(c2)OCCO3)cc1OC	i	-8
O=C(Oc1ccc(NC(=O)c2cc3c(cc2Br)OCO3)cc1)c1ccccc1	i	-67
O=C(NN=Cc1ccc(F)cc1)c1ccccc1NS(=O)(=O)c1cccs1	.	-6
COc1ccc(CCN2C(=O)CC(N3CCOCC3)C2=O)cc1OC (configuration not stated)	i	-11
COc1cccc(-c2nn(-c3ccc(C)cc3)cc2C(=O)N(C)CC(=O)Nc2cccc(F)c2)c1	.	3
COc1ccccc1NC(=S)N1CCN(C/C=C/c2ccccc2)CC1	i	-16
CC1CCCCN1C(=O)CSc1nc(C2CC2)nc2c1cnn2-c1ccccc1 (configuration not stated)	i	4
C#CCn1c(-c2cccs2)nc2ccccc21	i	3
CCOc1ccccc1NS(=O)(=O)c1c(C)noc1C	i	5
Cc1ccccc1NC(=O)N1CCN(S(=O)(=O)c2ccccc2)CC1	i	-4
O=C(CSc1nnc(C2CC2)n1CC1CCCO1)Nc1ccc(Cl)cc1 (configuration not stated)	i	-18
Cc1cc2ccccc2c(=O)n1CC(=O)Nc1ccc2c(c1)OCO2	i	-8
COc1ccccc1C(=O)NCCNC(=O)c1ccco1	i	-8
COc1ccc(C(=O)NC2CCN(CC(=O)Nc3cccc(OC)c3)CC2)cc1	i	-19
Cn1cc(S(=O)(=O)N2CCNCC2)cc1C(N)=O	.	-14
CN(C)C(CNC(=O)c1c(F)cccc1Cl)c1ccco1 (configuration not stated)	i	-10
Cc1cc(C)c2[nH]c(O)c(N=NC3=NC(=O)CS3)c2c1	i	-4
O=C(/C=C/c1cc([N+](=O)[O-])ccc1OC(F)F)Nc1ccc(OC(F)F)cc1	i	12
COc1cc(-c2noc(C)c2C#Cc2ccc(N)cc2)cc(OC)c1OC	i	-27
COc1ccc(N2CC(C(=O)NC3=NCCS3)CC2=O)cc1 (configuration not stated)	i	7
Cn1c(=O)[nH]c(Nc2ccc(F)cc2)c([N+](=O)[O-])c1=O	i	-14
C/C(=C/c1ccccc1)C(=O)N1CCC(C)CC1	i	-15
Cc1nn(Cc2ccc(Cl)cc2Cl)c(C)c1NC(=O)c1nn(C)cc1Cl	i	-33
COc1ccc(OC)c(NC(=O)Cc2coc3ccc4ccccc4c23)c1	i	-2
COc1ccc(F)c(CN2CCC(n3nccc3NC(=O)C3CCOC3)CC2)c1 (configuration not stated)	i	-12
O=C1NCCOC(=O)[C@H](Cc2ccc(F)cc2)CC/C=C/C[C@@H]1CC(=O)N(CCO)Cc1ccccc1	.	1
CCOc1ccc(C(=O)NCC(c2ccco2)N2CCc3ccccc3C2)cc1 (configuration not stated)	i	-42
CC(C)(C)NC(=O)C(=O)NNC(=O)c1cccc(Br)c1	i	16
O=C(COc1ccccc1)NCc1n[nH]c(=S)n1-c1ccccc1	i	-15
CCOC(=O)N1N=C(c2ccccc2)CC1(O)C(C)(F)F (configuration not stated)	i	-1
O=C(NCCCN1CCCCC1)C1CCN(S(=O)(=O)N2CCC3(CC2)OCCO3)CC1	i	-10
Cc1ccc(C(=O)NCC(=O)OCC(=O)c2ccc3c(c2)NC(=O)CO3)cc1	i	0
O=C(Nc1ccc2c(c1)OCO2)N1CCN(c2ncccn2)CC1	i	-5
COC(=O)CSc1nc(C)cc(N2CCOCC2)n1	i	-6
CCC(C)NCCOCCOc1ccc(Br)cc1 (configuration not stated)	i	-6
COc1ccc(CNC(=O)[C@@H](NC(=O)C2CCN(C(=O)[C@@H](N)Cc3ccccc3)CC2)C(C)C)cc1	i	2
Cc1cccc(C)c1OCc1cc(C(=O)N(C)CCc2ccccn2)no1	i	-31
O=C(O)c1oc2ccccc2c1CSCc1ccccc1	i	-13
O=C(NNc1nc(-c2ccc(Cl)cc2)cs1)c1ccco1	i	-24
COc1ccccc1-c1nnc(SCC(=O)c2ccc(C3CCCCC3)cc2)n1Cc1ccco1	i	5
(continued)
SMILES	CHT allo act	OX1R antagonist
CC(=O)N1CCCc2cc(S(=O)(=O)N3CCCC(C(=O)Nc4ccccc4C)C3)ccc21 (configuration not stated)	i	-17
O=C(NC1CCCC1)C(c1ccccc1)N(Cc1ccco1)C(=O)Cc1cccs1 (configuration not stated)	i	-14
CC(C(=O)N(C)C1CCS(=O)(=O)C1)N1C(=O)/C(=C/c2cccs2)SC1=S (configuration not stated)	i	-7
COc1ccc(O)c(CN2CCCC(N3CCN(c4ccccc4OC)CC3)C2)c1 (configuration not stated)	i	-42
O=C(CCC1COc2ccccc2O1)Nc1ccccn1 (configuration not stated)	i	-17
CCOC(=O)CSc1nnc(CNC(=O)c2ccc(OC)cc2OC)n1-c1ccc(OC)cc1	i	-15
O=C(N[C@@H](Cc1ccccc1)C(=O)NC1CCCCC1)c1ccco1	i	-16
Cc1cc2c(cc1C)NC(CC(=O)NCc1ccccc1)C(=O)N2 (configuration not stated)	i	2
Cc1cccc(NC(=O)CC2CCC2)c1	i	-16
COc1cc(C(=O)OCC(=O)NC(=O)c2cccn2C)ccc1OC(F)F	i	-2
O=C(CSc1nc(-c2ccco2)cc(C(F)(F)F)n1)N1CCc2ccccc2C1	i	-23
CC(/C=C1\SC(=O)N(CCCC(=O)O)C1=O)=C\c1ccccc1	i	-4
CC(C)(CO)NC(=O)Nc1ccc(Cl)c(Cl)c1	i	2
COc1ccc(Cn2nnnc2C(C(C)C)N2CCc3ccccc32)cc1 (configuration not stated)	i	-2
Cc1cc(N2CC(C(=O)NCc3cccnc3)CC2=O)ccc1C(C)C (configuration not stated)	i	-13
O=c1oc2ccccc2cc1-c1csc(Nc2nc3c(F)cccc3s2)n1	i	-26
CCOC(=O)Cc1csc(NC(=O)Cc2ccc([N+](=O)[O-])cc2)n1	i	-7
COc1ccccc1C(=O)O/N=C(/C)c1ccc(N2C(=O)C3CCCCC3C2=O)cc1 (configuration not stated)	i	-33
CCOC(=O)CC(NC(=O)Cn1nnc(-c2ccccc2)n1)c1ccc(OC)cc1 (configuration not stated)	i	-2
CCCCCOc1ccc(C(C)(O)C(CN2CCOCC2)c2ccccc2)cc1 (configuration not stated)	i	-47
O=C(OC1CCOC1=O)c1ccc(N2CCCC2)c([N+](=O)[O-])c1 (configuration not stated)	i	-11
Cc1onc(-c2c(F)cccc2Cl)c1C(=O)NCc1cccs1	i	-4
CC(=O)c1ccc(N2C(=O)[C@@H]3C(C(=O)CCN4C(=O)c5ccccc5C4=O)=NN[C@@H]3C2=O)cc1	i	-15
CC(CC(=O)O)CC(=O)Nc1nncs1 (configuration not stated)	i	3
COCCN1C(=O)c2oc3cc(C)c(C)cc3c(=O)c2C1c1cccc(O)c1 (configuration not stated)	i	-7
Cc1ccccc1CSc1nnc(-c2ccncc2)n1C	i	-10
O=C1c2ccccc2NC(c2cn[nH]c2-c2ccc(Cl)cc2)N1O (configuration not stated)	i	-20
CCOC(=O)c1cnc2c(c(C)nn2C)c1Oc1ccc(OC)cc1	i	-23
O=C(NC1CCCCC1)C(=S)N1CCCC1	i	-10
COc1cc(C)c(S(=O)(=O)N2CCOCC2)cc1C	i	-18
CCC(=O)N1CCN=C1SCc1cc(C)ccc1C	i	-15
Cn1c(SCC(=O)Nc2ccc(N3CCOCC3)cc2)nnc1-c1ccccc1	i	-21
Cc1ccccc1OCC(=O)Nc1nnc(-c2ccco2)s1	i	-25
CC(C)N(CCCNC(=O)c1ccc(CS(=O)(=O)c2c(Cl)cccc2Cl)o1)Cc1ccccc1	i	-35
Cc1cc(C)cc(N(CC(=O)NC(C)(C)C)C(=O)CCC(=O)Nc2ccccn2)c1	i	-15
CCCCC(=O)NC(c1ccc(N(CC)CC)cc1)c1ccc2cccnc2c1O (configuration not stated)	i	-33
O=C(NCc1ccccn1)C(C(=O)c1cccc([N+](=O)[O-])c1)n1cc(Cl)ccc1=O (configuration not stated)	i	-2
O=S(=O)(NCCNc1ncc(C(F)(F)F)cc1Cl)C(F)(F)F	i	-4
CC(=O)c1cccc(NC(=O)N2CCCC2C(=O)NCc2ccc3c(c2)OCO3)c1 (configuration not stated)	i	-18
Cc1ccc(NC(=O)c2oc3ccc(S(=O)(=O)N4CCC5(CC4)OCCO5)cc3c2C)cc1C	i	-20
Cc1nnc(NC(=O)CSc2ccccn2)s1	i	-22
COc1ccccc1C(c1nnnn1CCc1ccccc1)N1CCN(c2ccccc2)CC1 (configuration not stated)	i	-14
CCC(=O)N1c2ccccc2C(N(C(=O)CC)c2ccccc2)CC1C (configuration not stated)	i	-29
CCNC(=O)c1ccc(C2SCC(=O)N2CCc2ccccc2)cc1 (configuration not stated)	i	-17
O=C(Nc1sc2c(c1-c1nc3ccccc3[nH]1)CCCC2)C1CCCC1	i	-2
CCOP(=O)(OCC)/C(C#N)=C(\O)c1ccc(OC)cc1	i	7
COc1cccc(NC(=O)COC(=O)C2C3CC4OC(=O)C2C4C3)c1 (configuration not stated)	i	-10
CC(=O)Nc1ccc(OS(=O)(=O)c2ccc(Cl)cc2)cc1	i	-8
CCOC(=O)c1c(Nc2ccccc2N)cc(C)nc1C	i	-25
Cn1cc(-c2ccccc2C(N)=O)c(=O)c2ccccc21	i	-15
N#Cc1c(F)cccc1N1CCC(C#N)CC1	i	-8
CSc1cccc(NC(=O)CSc2nnc(C)s2)c1	i	-4
O=C(O)c1cccc2c1C(=O)c1ccccc1C2=O	i	-8
CCNC(=S)NS(=O)(=O)c1ccc(C)cc1	i	1
CCN(c1ccccc1)S(=O)(=O)c1ccc(C(=O)Nc2cccc(C)n2)cc1	.	4
CC(C)C(=O)N1CCc2cc(-c3csc(N)n3)ccc21	i	-34
Cc1cccc(-n2cc(CN3CCN(Cc4nccn4C)CC3)c(-c3cccc(F)c3)n2)c1	i	-6
Cc1nn(CC(=O)NCc2ccccc2)c(=O)c2cccn12	i	-12
CCC(=O)NC(=S)Nc1cccc(Cl)c1N1CCCC1	i	-27
O=C(CN1CC(=O)Oc2ccccc21)OCC(=O)c1ccccc1	i	5
O=C(CN1CCN(S(=O)(=O)c2ccc(F)cc2)CC1)c1ccc(O)c(O)c1	i	-16

Random draw from the library; 0.8% or so of the library scored in one or more.
